Assay outcomes: PubChem BioAssay, The Scripps Research Institute Molecular Screening Center
Tn7 DDE FP – disrupts Tn7 cyclic peptide binding to fibrin D-Dimer-E complex. hit rate 0.13% among 370,000. FP displacement of FITC-Tn7 peptide from fibrin DD(E); 0% = median of compound wells per plate. P02675. inhibition, % at 8.3 µM;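 active means inhibition above the mean of compounds falling within the control limits plus 3 SD of them, cut at about 14% in these data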;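 further: 0% = plate median of compound wells and 100% = 10 µM Aha-Tn7 peptide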
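Assay system: Fibrin-DD(E) protein isolated from polymerized human fibrin clots; read-out basis: percent inhibition; medium: Tris/NaCl/CaCl2 buffer, pH 7.8; signal: FP measurement; incubation: 10 min plus 3 h, room temperature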
UHRF1 MBD2 ctr – blocks human UHRF1 binding to methylated DNA; hit rate 0.75% among 370,000; AID 687016; Q96T88; inhibition, % at 4.4 µM; UHRF1 binding to methylated oligo, TR-FRET; in the data active means inhibition above about 21%;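 further: UHRF1 SRA domain binding a hemimethylated CpG hairpin DNA probe; 0% = median of test compound wells and 100% = reference inhibitor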
SIAE primary – inhibitors of human sialic acid acetylesterase SIAE; SIAE FP-Rh probe binding, fluorescence polarization; inhibition, % at 9.66 µM; hit rate 0.69% among 370,000; AID 1053197;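 active means inhibition above a cutoff: mean of compounds within the control limits plus 3 SD of those, cut at about 17% in these data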;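 further: 0% = plate median of compound wells and 100% = probe without SIAE protein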
Target sequence (Q9HAT2 whole entry, looked up): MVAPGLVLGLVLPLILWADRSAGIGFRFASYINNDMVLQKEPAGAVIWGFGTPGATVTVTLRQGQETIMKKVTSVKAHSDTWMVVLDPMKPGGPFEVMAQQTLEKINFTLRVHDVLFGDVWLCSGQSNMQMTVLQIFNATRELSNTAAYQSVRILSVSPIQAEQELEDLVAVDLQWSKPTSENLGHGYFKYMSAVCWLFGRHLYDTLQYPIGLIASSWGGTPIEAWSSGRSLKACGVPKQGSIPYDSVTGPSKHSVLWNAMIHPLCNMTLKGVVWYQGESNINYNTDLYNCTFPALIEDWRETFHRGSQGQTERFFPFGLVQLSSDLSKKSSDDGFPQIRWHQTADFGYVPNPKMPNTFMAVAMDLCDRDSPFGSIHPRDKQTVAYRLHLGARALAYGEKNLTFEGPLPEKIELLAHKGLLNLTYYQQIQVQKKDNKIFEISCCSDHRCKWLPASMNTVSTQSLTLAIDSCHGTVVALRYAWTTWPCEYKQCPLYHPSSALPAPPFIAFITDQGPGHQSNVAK
PRMT1 inh – blocks human protein arginine methyltransferase 1. Q99873. recombinant PRMT1, activity-based probe fluorescence polarization. inhibition, % at 2.79 µM. hit rate 1.3% among 370,000. AID 652257;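 active means inhibition above about 21% made by adding two undisclosed values, limit read from the data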
MBD2 inh – MBD2-methylated oligo binding inhibition | Q9UBB5 | TR-FRET, MBD2 binding to methylated oligonucleotide | inhibition, % at 4.4 µM | hit rate 0.31% among 370,000 | AID 686964; in the data active means inhibition above about 13%
TCR CD3 inh – inhibitors of human TCR-CD3 interaction. TAMRA-labeled TCR probe fluorescence, biochemical. inhibition, % at 9.4 µM. hit rate 0.37% among 360,000; in the data active means inhibition above about 19%;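 further: recombinant mutant TCR 2C K166C tagged with TAMRA read by polarization; 0% = receptor in buffer alone and 100% = receptor with positive control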
TDP2 absorb – blocks human TDP2 phosphodiesterase activity; inhibition, % at 12.8 µM; AID 720702; recombinant TDP2, T5PNP hydrolysis, p-nitrophenol absorbance 415 nm; O95551; hit rate 0.34% among 370,000;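 active means inhibition above the mean of all tested compounds plus 3 SD, set per campaign, cut at about 25% in these data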;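 further: 0% = DMSO with enzyme and 100% = buffer with substrate but no TDP2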
Target sequence (O95551 whole entry, looked up): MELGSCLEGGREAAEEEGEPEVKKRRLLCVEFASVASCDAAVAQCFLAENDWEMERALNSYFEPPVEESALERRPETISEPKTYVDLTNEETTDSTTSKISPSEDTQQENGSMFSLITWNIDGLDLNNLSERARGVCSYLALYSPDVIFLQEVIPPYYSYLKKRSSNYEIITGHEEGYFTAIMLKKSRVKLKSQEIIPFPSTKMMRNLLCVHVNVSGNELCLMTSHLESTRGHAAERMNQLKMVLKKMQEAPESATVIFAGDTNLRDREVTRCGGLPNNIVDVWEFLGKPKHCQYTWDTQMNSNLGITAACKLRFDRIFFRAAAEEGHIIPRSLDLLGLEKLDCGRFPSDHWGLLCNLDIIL
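Material: recombinant human TDP2; quantity: TDP2 enzyme at 120 nM final; medium: Tris-HCl pH 7.5 with MgCl2; compound: single concentration, 12.8 µM nominal, with 1% DMSO; incubation: 2 h enzyme incubation at 37 °C; signal: epi absorbance; measure: percent inhibition; benchmarks: high control without enzyme, low control DMSO plus TDP2; repeats: singlicate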
KLK7 zymogen act – activates the human kallikrein-7 zymogen. P49862. purified proKLK7, EDANS-DABCYL substrate fluorescence; 100% is mature enzyme control, 0% vehicle. activation, % at 7 µM. hit rate 0.9% among 370,000. AID 652039;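 active means activation above the mean of all tested compounds plus 3 SD, computed per campaign excluding outliers beyond control limits, cut at about 13% in these data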
LEDGF integ inh – blocks HIV-1 LEDGF/p75-dependent DNA integration; TR-FRET IN-LEDGF/p75 DNA integration, Eu/Cy5; inhibition, % at 3.7 µM; hit rate 0.64% among 370,000;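 active means inhibition above the screen-wide mean plus 3 SD, cut at about 13% in these data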;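 further: signal is the Cy5 over europium emission ratio at 671 and 618 nm; 0% = plate median of compound wells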
Tn6 DDE FP – disrupts Tn6 cyclic peptide binding to fibrin D-Dimer-E complex; AID 720509; Fibrin DD(E) TRITC-Tn6 fluorescence polarization displacement; inhibition, % at 8.3 µM; hit rate 0.21% among 370,000; P02675;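 active means inhibition above a per-campaign cutoff: mean of compounds within control limits plus 3 SD, cut at about 15% in these data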;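 further: 0% = median of all compound wells on the plate and 100% = blocking peptide control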
* marks the source's active call; other numbers are inactive results; x = not tested or not shown.

Tn7 DDE FP,UHRF1 MBD2 ctr,SIAE primary,PRMT1 inh,MBD2 inh,TCR CD3 inh,TDP2 absorb,KLK7 zymogen act,LEDGF integ inh,Tn6 DDE FP,SMILES
-5,0,9,0,2,1,-1,0.5,0,1,CCOc1cc(N2CCOCC2)c(OCC)cc1NC(=O)c1cc(S(=O)(=O)N2CCOCC2)ccc1Cl
-2,-2,7,3,3,-2,10,0.0,-6,-10,Cc1cc([N+](=O)[O-])nn1CC(=O)N1CCOCC1
2,1,-2,1,5,3,3,0.5,4,8,O=C(NC(=S)Nc1cccc(O)c1)C12CC3CC(CC(C3)C1)C2
-8,0,7,2,-2,5,-5,-0.6,1,-5,COc1cc(C2NC(=O)NC(C)=C2C(=O)OC2CCCCC2)cc(Br)c1O (stereo not given)
2,-2,3,-1,0,5,-9,-0.7,0,4,CCCCN1CCC(CN2C(=S)NC[C@@H]2CC(C)C)CC1
-7,3,-16,-4,2,0,22,0.5,2,5,O=C(Nc1ccccn1)c1ccc(S(=O)(=O)N2CCCCC2)cc1
-3,-1,2,1,-2,10,-3,-0.2,3,5,Cc1cc(C)c(S(=O)(=O)Cc2ccccc2)c(=O)[nH]1
1,1,-9,-4,0,6,-4,-0.6,-2,-9,O=C(N/C=C/c1ccccc1)c1ccccc1
1,-4,9,-2,-6,-13,4,0.9,4,-1,O=C(CSc1nc2ccccc2s1)NCCOc1ccccc1
0,2,-2,3,2,2,-11,14*,-1,-4,O=C1NC(c2cccc(Cl)c2)Nc2ccccc21 (stereo not given)
-1,2,-5,5,-6,1,6,0.6,1,-5,COC(=O)Cc1sc(-c2ccccn2)nc1-c1ccccc1
4,4,4,1,0,7,-10,-0.9,-1,0,O=C(NCCc1ccc2c(c1)OCCO2)c1ccc(F)cc1
-2,-1,-6,2,1,0,-4,0.5,5,5,CSc1ccc(S(=O)(=O)Nc2ccccc2C(=O)N2CCOCC2)cc1
0,1,-3,2,-2,0,1,0.0,1,3,O=C(Nc1ccc2c(c1)C(=O)N(c1ccccc1)C2=O)c1cccs1
-2,-5,2,14,-2,2,6,-0.5,-2,-2,CCCCCOCC1CC(C/C(C)=N/Nc2nc(-c3ccccc3)cs2)C(=O)O1 (stereo not given)
2,3,-2,3,-4,-1,0,1.0,0,5,O=C(Cc1cccc(C(F)(F)F)c1)NCC(c1ccco1)N1CCCCC1 (stereo not given)
3,-4,0,-1,-2,-2,13,-0.5,-1,1,CCN(CC)CCCN1C(=O)c2oc3ccccc3c(=O)c2C1c1cc(OC)ccc1OC (stereo not given)
2,-1,-10,0,3,5,0,0.2,0,10,O=C(C1CCCCC1)N(Cc1nc2sc3c(c2c(=O)[nH]1)CCCC3)Cc1cccs1
-7,-1,3,4,1,3,13,0.1,6,-2,COc1ccc(CCNS(=O)(=O)c2cn(C)nc2C)cc1
1,-2,1,-2,-1,-2,-4,-0.5,0,2,CC(=O)Nc1ccc(S(=O)(=O)N[C@@H](C)C(=O)OCC(=O)c2ccc(C)cc2)cc1
1,-1,3,-2,-2,-1,4,0.2,0,0,CCCCC[C@H](C)N1C[C@@H](COCc2ccccc2)Oc2cc(N3CCC[C@@H]3CO)ccc2S1(=O)=O
-5,0,-2,1,-6,2,8,0.1,2,3,O=C(NCc1cccc(C(F)(F)F)c1)c1ccc2sc(COCCO)nc2c1
-3,3,-8,2,1,-8,10,-1.0,-4,-1,COC(=O)c1ccc(COc2ccccc2/C=C(\C#N)C(=O)Nc2ccc(C)cc2C)cc1
5,0,10,0,2,-5,3,-0.3,1,6,COc1ccc(N2C(=O)CC(Nc3ccc(C)cc3)C2=O)cc1 (stereo not given)
1,4,-7,4,8,-1,-9,0.2,-6,-8,COC(C(=O)Nc1ccc(F)c(F)c1)c1ccccc1 (stereo not given)
-1,1,-10,0,6,-1,-6,0.3,2,1,O=C1NC(Cc2ccccc2)c2nc3cc(F)ccc3c(=O)n2-c2ccc(Cl)cc21 (stereo not given)
-5,-3,2,-2,-4,3,9,1.6,-3,5,COC(=O)[C@@]1(Cc2ccc(F)cc2)[C@H]2c3cc(C(=O)N(C)C)n(CCF)c3C[C@H]2CN1C(=O)c1ccccc1
8,3,1,3,4,-10,13,0.1,2,0,CCn1cc(C(=O)NCCCN2CCC(C)CC2)c(=O)c2cc(S(=O)(=O)N(C)C3CCCCC3)ccc21
4,-3,-2,-1,1,5,7,1.4,-3,-1,COc1ccc(CCNc2c3ccccc3nc3ccccc23)cc1OC
5,-1,-4,4,6,2,-5,0.0,-4,-3,Cc1ccsc1CNn1cnnc1SCc1ccccc1F
3,3,0,0,-6,-1,8,0.6,-3,-3,CCOc1ccccc1OCCCC(=O)NNC(=O)c1ccc(F)cc1
5,-2,-57,-2,-4,16,0,0.5,5,-2,Cc1cc(C(=O)C(C)OC(=O)c2ccc(NC(=O)CC#N)cc2)c(C)n1-c1ccccc1 (stereo not given)
2,-5,1,-2,-4,2,-4,0.5,6,0,CC(C)(C)c1ccc(OCc2ccc(C(=O)N3CCOCC3)o2)cc1
-2,10,-2,0,0,2,6,0.6,-3,-7,COc1ccc(CNC(=O)c2[nH]c(C(F)(F)F)nc2-c2ccccc2)cc1
-1,-2,-3,-2,1,4,3,-0.2,-1,-6,CC(C)CCn1c(SCC(=O)c2ccccc2)nc2c1c(=O)[nH]c(=O)n2C
3,-2,1,-1,2,4,0,0.4,-1,-4,Cc1ccc(NC(=O)CC(C)S(=O)(=O)c2ccc3c(c2)NC(=O)CO3)cc1C (stereo not given)
0,12,-26,1,3,-2,-2,-5.0,-1,4,COc1cc(OC)cc(-c2sc3ccc(OC)cc3c2C#CCO)c1
-1,-2,9,-3,-5,4,-2,0.4,3,-8,CCOCCCNC(=S)N1CCN(c2nc(-c3ccc(F)cc3)cs2)CC1
-4,2,-2,0,-2,x,0,-0.3,5,-2,C#CCCN([C@@H](CC(C)C)C(=O)OC)S(=O)(=O)c1ccc(F)cc1Br
7,-3,-8,-3,-4,8,7,0.1,1,2,O=C(Nc1ccccc1C(=O)N/N=C/c1ccco1)c1ccccc1
-4,19,8,-3,3,-1,3,0.1,3,3,CCC(C)C(=O)N1CCc2cc(-c3csc(N)n3)ccc21 (stereo not given)
-7,7,-2,-5,1,-8,-8,0.7,1,-2,C#Cc1ccc(C(=O)NCc2ccc(N3CCCC3=O)cc2)cc1
6,5,-2,2,2,-5,11,-0.2,1,2,COc1nccnc1NS(=O)(=O)c1ccc(NC(=S)NC(=O)c2ccccc2)cc1
-3,-14,9,-1,-15,11,-7,0.0,-4,-3,N#C/C(=N\Nc1c(Cl)cccc1Cl)C(=O)NN
-2,-1,1,0,-1,4,-5,-0.5,-6,2,CCn1c(C)c(C(=O)c2ccccc2)c(C#N)c1C(=O)O
3,-1,7,2,8,x,2,-0.6,1,-3,CCC(C)[C@H](NC(=O)OC(C)(C)C)C(=O)N[C@@H](Cc1ccccc1)C(=O)OC (stereo not given in full)
-3,-5,3,-2,0,0,0,-0.1,0,4,Cc1cccc(C2=N/C(=C\c3cccs3)C(=O)O2)c1
-5,1,1,4,-1,0,-10,-0.4,0,2,O=C(CN1CCC(NC(=O)c2ccccc2Cl)CC1)NCc1ccco1
-2,0,-7,-5,0,-1,-1,1.1,7,1,C=CCN(CC=C)CCOc1cccc2ccccc12
3,-1,-1,1,1,6,7,-0.7,4,6,CCCn1c(=O)c(C(=O)NCc2ccccc2)c(O)c2ccccc21
8,2,-6,0,2,-9,-3,4.5,-6,-1,Cc1ccc(-n2c(O)c(C=NC3CCS(=O)(=O)C3)c3ccccc3c2=O)c(C)c1 (stereo not given)
-2,-3,-2,1,3,-3,6,0.4,-4,0,Cc1cccc(-n2ncc3c2CCCC3NC(=O)CCN2CCCO2)c1C (stereo not given)
4,-1,-7,8,3,-12,1,0.8,-2,-6,Cc1cccn2c(=O)c(/C=C(\C#N)C(=O)NCc3ccco3)c(N3CCCCCC3)nc12
4,-2,8,1,8,-10,3,-0.2,0,-4,O=P(O)(Cc1ccccc1)Cc1ccccc1
-4,-1,-54,4,-3,6,-6,0.3,3,-3,CCn1c(SCC(=O)Nc2nc(-c3ccc(C)cc3)cs2)nnc1-c1ccccc1O
-4,-1,-1,-1,-4,4,5,-0.2,3,-4,COc1ccc(NS(=O)(=O)c2cccc(C(=O)OCC(=O)NC3CC3)c2)cc1
2,1,-2,3,1,-3,5,-0.2,-4,7,COc1c(C)cc(C(=O)C2CCCN(C(=O)Cn3ccc(C)n3)C2)cc1C (stereo not given)
1,9,-29,-7,1,-1,-19,0.0,0,5,Cc1csc(NC(=O)CSc2nc3ccccc3c3c2CCCC3)n1
3,-4,6,4,-1,5,2,-0.1,2,3,COc1ccc(NC2CCCN(C(=O)C3(C)CCCCC3)C2)cc1OC (stereo not given)
0,1,2,-7,-1,2,-13,-1.3,7,8,COC(=O)c1sccc1-n1cccc1C(=O)C(=O)Nc1ccc(F)cc1

Whole records as entered above:
Record of Cc1ccc(-n2c(O)c(C=NC3CCS(=O)(=O)C3)c3ccccc3c2=O)c(C)c1 (stereo not given) : Tn7 DDE FP = 8; UHRF1 MBD2 ctr = 2; SIAE primary = -6; PRMT1 inh = 0; MBD2 inh = 2; TCR CD3 inh = -9; TDP2 absorb = -3; KLK7 zymogen act = 4.5; LEDGF integ inh = -6; Tn6 DDE FP = -1
Record of COc1c(C)cc(C(=O)C2CCCN(C(=O)Cn3ccc(C)n3)C2)cc1C (stereo not given) : Tn7 DDE FP = 2; UHRF1 MBD2 ctr = 1; SIAE primary = -2; PRMT1 inh = 3; MBD2 inh = 1; TCR CD3 inh = -3; TDP2 absorb = 5; KLK7 zymogen act = -0.2; LEDGF integ inh = -4; Tn6 DDE FP = 7
Record of O=C(Nc1ccccc1C(=O)N/N=C/c1ccco1)c1ccccc1 : Tn7 DDE FP = 7; UHRF1 MBD2 ctr = -3; SIAE primary = -8; PRMT1 inh = -3; MBD2 inh = -4; TCR CD3 inh = 8; TDP2 absorb = 7; KLK7 zymogen act = 0.1; LEDGF integ inh = 1; Tn6 DDE FP = 2

(cont.)
Tn7 DDE FP,UHRF1 MBD2 ctr,SIAE primary,PRMT1 inh,MBD2 inh,TCR CD3 inh,TDP2 absorb,KLK7 zymogen act,LEDGF integ inh,Tn6 DDE FP,SMILES
-10,-2,7,-1,1,4,4,-0.6,-1,-8,COc1cc(NC(=O)Cn2ccsc2=N)c(C)cc1[N+](=O)[O-]
11,-3,-5,-1,-4,6,-10,44*,0,-4,Cc1ccc(S(=O)(=O)c2cc3ccc(O)cc3oc2=O)cc1C
4,-2,1,12,1,6,4,-0.6,-2,9,Cc1cc2cc(CNC(=S)Nc3ccc(OC(F)(F)F)cc3)ccc2n1C
4,1,0,4,6,-11,7,0.0,-4,-5,COCCN(C(=O)c1csnn1)C(C(=O)NC1CCCC1)c1ccccc1 (stereo not given)
2,21*,-2,1,11,-3,10,0.2,1,2,Cc1cc(Oc2ccc(C#N)cc2)nc(N2CCOCC2)n1
-3,0,-4,12,-2,9,13,0.3,1,1,O=C(O)c1cccc(S(=O)(=O)Nc2ccc(O)cc2Sc2nc3ccccc3s2)c1
